Screens as filed in PubChem.
PAX8 reporter – inhibitors of PAX8 transcriptional activity in RMG-I cells | RMG-I TPO-luciferase reporter, SteadyGlo, 24 h | inhibition, % at 12.6 µM | 360,000 compounds, 1.2% hits | AID 652154;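 active = mean replicate inhibition at least 60% with every replicate also reaching 60%; inconclusive = only one of the two criteria is met; inactive = mean below 60% and not all replicates reaching 60%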;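 note: luciferase light reporting Pax8 driven TPO promoter activity; plate controls were median of neutral control wells for no effect and mitoxantrone controls for full effect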
CFTR F508del cor – correctors of CFTR F508del function in bronchial epithelial cells. activity (quench increase), % at 7.58 µM. 350,000 compounds, 0.36% hits. AID 720511. CFBE cells, YFP halide quenching; stimulated with forskolin plus potentiator P3; % fluorescence drop versus neutral controls;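 active = mean added fluorescence quench of at least 8% versus neutral control, with both replicates also reaching 8%; inconclusive = only one of the mean or replicate conditions met; inactive = mean below 8% and not both replicates reaching 8%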;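 note: cells transiently co-express mutant CFTR-F508del with the halide-sensitive YFP; corrector assay measuring rescue of mutant channel to the surface after 24 h compound exposure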
GSIS activator – primary screen for activators of insulin secretion dependent on glucose, INS-1E cells, GLuc reporter luminescence; INS-1E GLuc reporter insulin secretion, 2-3 h; activation, % at 16.6 µM; 370,000 compounds, 0.61% hits;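 active = lowest replicate activation of at least 40%, so every replicate reaches that level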;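 note: 0% = median of neutral control wells and 100% = median of IBMX positive control wells; some compounds called inactive have numbers as strong as hits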
Xi reactivation – reactivates the inactive X chromosome in mouse fibroblasts; XiGFP mouse fibroblasts, % GFP-positive cells imaging, 3 d; cells co-treated with 5-aza-dC sensitizer; scaled so ellipticine positive control = 100%; activation, % at 7.58 µM; 360,000 compounds, 0.055% hits;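 active = mean normalized replicate activation at least 10% and every replicate at or above 10%; inconclusive = only one of the two criteria met; inactive = mean below 10% and not all replicates reach 10%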;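 note: 0% = median of on-plate neutral control wells and 100% = ellipticine 6 µM median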
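System: XiGFP fibroblasts, SV40-immortalized. Medium: DMEM plus 5-aza-dC sensitizer. Doses: single point. Timing: 3 d treatment, 15 min room-temperature fixation. Control set: ellipticine 6 µM.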
DENV2 CPE – protects cells from dengue virus 2 cytopathic effect; DENV2-infected cells, cytopathic effect rescue, plate reader; CPE inhibition, % at 9.99 µM; 350,000 compounds, 1.7% hits; in the data active = CPE inhibition above about 20%, passing the limit was not always enough; inconclusive = no clear call, values can overlap the other calls; tested in BHK-21 cells;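 note: 0% = median of neutral control wells and 100% = median of positive control wells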
ARNT-TACC3 inh – disruptors of human ARNT/TACC3 interaction | 390,000 compounds, 0.66% hits | inhibition, % at 9.99 µM | AlphaScreen His-ARNT PAS-B/GST-TACC3 binding, luminescence; TACC3 fragment carries E629A point mutation | AID 623870;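 active = mean inhibition of replicates at least 50% and at least half of replicates each reaching 50%; inconclusive = half or more replicates reach 50% but mean below 50%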;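 note: 0% = complete ARNT plus TACC3 wells and 100% = ARNT alone without TACC3; many hits fall short of the cut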
EWS-Fli inh – blocks EWS/Fli oncoprotein-driven transcription; A673 NR0B1-luciferase reporter, viability-normalised; inhibition, % at 12.6 µM; 350,000 compounds, 0.67% hits; AID 651661;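 active = mean inhibition of at least 50% after viability correction, with every replicate also passing that limit; inconclusive = mean reaches 50% but only one of two replicates passes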;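 note: firefly luciferase signal divided by Alamar Blue viability fluorescence both relative to DMSO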
ERp5 inh – blocks human ERp5 reductase activity on insulin; Q15084; ERp5 insulin aggregation, absorbance 650 nm, 90 min; inhibition, % at 9.99 µM; 350,000 compounds, 0.05% hits;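 active = mean replicate inhibition above about 25%, with every replicate also reaching it, limit read from the data, passing the limit was not always enough; inconclusive = only one of those two criteria met; inactive = neither criterion met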
Target sequence (Q15084 whole entry, looked up): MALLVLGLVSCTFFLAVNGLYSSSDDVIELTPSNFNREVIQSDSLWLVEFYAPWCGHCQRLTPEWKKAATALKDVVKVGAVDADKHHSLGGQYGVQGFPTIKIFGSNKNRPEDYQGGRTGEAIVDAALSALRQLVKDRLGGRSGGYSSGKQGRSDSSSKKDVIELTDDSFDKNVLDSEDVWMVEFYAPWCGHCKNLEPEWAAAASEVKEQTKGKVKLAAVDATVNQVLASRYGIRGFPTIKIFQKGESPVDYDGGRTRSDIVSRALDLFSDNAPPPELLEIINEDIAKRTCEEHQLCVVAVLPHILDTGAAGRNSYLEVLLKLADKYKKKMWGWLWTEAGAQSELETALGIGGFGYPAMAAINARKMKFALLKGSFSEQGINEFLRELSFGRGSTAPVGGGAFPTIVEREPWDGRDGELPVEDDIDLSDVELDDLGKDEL
An asterisk follows results filed as active; ? = inconclusive; · = no result given.

(1) Cc1ccc(C(=O)N2CCCCCC2)cc1S(=O)(=O)Nc1ccccc1
(2) CO[C@H]1CN(C)C(=O)c2cc(NC(=O)NC3CCCCC3)ccc2OC[C@H](C)N(CC2CCOCC2)C[C@@H]1C
(3) CCc1nc2ccc(C(=O)NCc3ccccc3OC)cn2c1N(CC)CCOC
(4) CN(C)c1ccnc(-n2cccc2/C=N/O)c1C#N
(5) COc1cccc(-c2cn(CC[C@H]3CC[C@H](NS(=O)(=O)Cc4ccccc4)[C@H](CO)O3)nn2)c1
(6) Cc1ccccc1NC(=S)NCCSc1ccc(Cl)cc1

Assay by compound	1	2	3	4	5	6
PAX8 reporter	4	-24	2	15	-5	-3
CFTR F508del cor	-1.3	1.2	-2.1	0.4	-1.2	-0.7
GSIS activator	-7	-10	-6	-1	10	-42
Xi reactivation	0.4	0.4	-0.1	0.0	0.1	-0.2
DENV2 CPE	?	-3	12	7	0	-4
ARNT-TACC3 inh	-2	-25	·	·	0	1
EWS-Fli inh	·	9	-3	5	-2	2
ERp5 inh	-7	-4	-4	2	2	-5

(7) C[C@@H]1CN([C@@H](C)CO)C(=O)c2cc(-c3ccc(C#N)cc3)cnc2O[C@@H]1CN(C)C(=O)c1cccnc1
(8) COc1cc(CCC(=O)OCC(N)=O)cc(OC)c1OC
(9) CSc1ccc(S(=O)(=O)NCCSc2ccccn2)cc1
(10) O=C(NCC(=O)N1CCN(c2ccccc2)CC1)c1cccs1
(11) N[C@@H](Cc1ccccc1)c1nnc(SC/C=C/c2ccccc2)o1
(12) C[C@@H]1CCCCO[C@@H](CN(C)CC2CCCCC2)[C@@H](C)CN([C@@H](C)CO)C(=O)c2cc(NS(=O)(=O)c3ccccc3)ccc2O1

Assay by compound	7	8	9	10	11	12
PAX8 reporter	-17	3	·	-56	10	15
CFTR F508del cor	0.5	0.9	-1.6	1.3	-3.1	-1.3
GSIS activator	8	10	11	3	0	-16
Xi reactivation	-0.5	0.3	·	-0.1	0.1	-0.1
DENV2 CPE	·	-3	·	-7	-3	6
ARNT-TACC3 inh	-1	4	-3	1	2	4
EWS-Fli inh	-3	-7	-4	-27	-1	8
ERp5 inh	2	-2	-2	-6	6	-2

(13) CCOC(=O)N1CCN(c2cc(=O)n(-c3ccc(C)cc3)c(=O)[nH]2)CC1
(14) C[C@H]1CCCCO[C@H](CN(C)S(=O)(=O)c2cn(C)cn2)[C@@H](C)CN([C@@H](C)CO)C(=O)c2cc(NC(=O)Nc3ccc(C(F)(F)F)cc3)ccc2O1
(15) O=C(COC(=O)CCC(=O)c1cccs1)NCCc1ccccc1
(16) C[C@@H]1CN([C@@H](C)CO)C(=O)Cc2cc(NS(=O)(=O)c3ccc(Cl)cc3)ccc2O[C@H]1CN(C)Cc1ccc(C(F)(F)F)cc1
(17) COCC(=O)N1CC2(CCN(C(=O)c3cccnc3)CC2)c2c([nH]c3cc(OC)ccc23)[C@H]1CO
(18) CCC(=O)N1[C@@H](CO)[C@@H](c2ccccc2)C12CN(C(=O)Nc1cccc(OC)c1)C2

Assay by compound	13	14	15	16	17	18
PAX8 reporter	-7	52	0	85*	·	·
CFTR F508del cor	0.2	5.4	0.8	0.4	-2.7	-0.9
GSIS activator	·	-2	17	73	2	6
Xi reactivation	-0.1	-0.1	0.3	0.3	0.4	0.0
DENV2 CPE	0	-9	-1	-7	15	-9
ARNT-TACC3 inh	4	-4	-7	13	·	·
EWS-Fli inh	9	22	3	8	-7	-6
ERp5 inh	-1	·	0	0	·	-6

Compound profiles, as listed above. Values in the order: PAX8 reporter	CFTR F508del cor	GSIS activator	Xi reactivation	DENV2 CPE	ARNT-TACC3 inh	EWS-Fli inh	ERp5 inh
CCOC(=O)N1CCN(c2cc(=O)n(-c3ccc(C)cc3)c(=O)[nH]2)CC1 is entered as -7	0.2	·	-0.1	0	4	9	-1
O=C(COC(=O)CCC(=O)c1cccs1)NCCc1ccccc1 is entered as 0	0.8	17	0.3	-1	-7	3	0
COCC(=O)N1CC2(CCN(C(=O)c3cccnc3)CC2)c2c([nH]c3cc(OC)ccc23)[C@H]1CO is entered as ·	-2.7	2	0.4	15	·	-7	·

Continued.
(19) O=C(NCCN1CCCCC1)Nc1cccc(Cl)c1Cl
(20) CC(=O)c1cc(-c2ccccc2)n(CC(=O)N2CCCC2)c1C
(21) CCOC(=O)/C(C#N)=C/c1c[nH]c2ccccc12
(22) CCNC(=O)c1cnn(-c2ccccc2)c1-c1ccccc1
(23) CC(=O)OCC(=O)N1CCN(C(=O)C(=O)c2cccc(C(F)(F)F)c2)CC1
(24) Cn1c(=O)oc2ccccc2c1=O

Assay by compound	19	20	21	22	23	24
PAX8 reporter	-2	2	-24	11	-11	-23
CFTR F508del cor	1.5	-0.9	·	-1.0	0.3	3.5
GSIS activator	3	31	-5	32	12	2
Xi reactivation	0.2	0.5	-0.1	0.1	0.1	0.0
DENV2 CPE	2	3	·	14	7	-8
ARNT-TACC3 inh	18	·	25	-6	·	1
EWS-Fli inh	1	-1	·	6	-3	2
ERp5 inh	1	-13	·	3	-1	-2

(25) Cc1noc(C)c1NC(=O)Nc1ccc2c(c1)C(=O)N([C@@H](C)CO)C[C@H](C)[C@H](CN(C)C(=O)Nc1ccccc1)OCCCC[C@H](C)O2
(26) COC(=O)[C@H]1[C@@H](O)[C@@]2(O)c3c(OC)cc(OC)cc3O[C@@]2(c2ccc(OC)cc2)[C@@H]1c1ccc(F)cc1
(27) CC(=O)Nc1ccc(C(=O)Nc2cc(S(=O)(=O)N3CCOCC3)ccc2N2CCOCC2)cc1
(28) C[C@H](CO)N1C[C@H](C)[C@H](CN(C)Cc2ccc(Cl)c(Cl)c2)Oc2c(NC(=O)c3nc4ccccc4s3)cccc2C1=O
(29) O=C(c1noc2c1CSc1ccccc1-2)N1CCN(c2ccc(Cl)cc2)CC1
(30) CC(=O)Nc1ccc(S(=O)(=O)N2CCCC3CCCCC32)cc1 (stereo not drawn)

Assay by compound	25	26	27	28	29	30
PAX8 reporter	-13	98*	-6	·	9	13
CFTR F508del cor	-0.2	4.5	-2.2	0.2	4.8	-0.6
GSIS activator	-11	·	1	-9	-3	0
Xi reactivation	0.0	0.5	-0.4	0.4	0.1	0.2
DENV2 CPE	18	-10	17	-7	6	-2
ARNT-TACC3 inh	-13	·	-2	-5	-1	-30
EWS-Fli inh	-9	39	7	9	·	3
ERp5 inh	-5	-1	7	0	3	0

(31) O=C(NC(=S)Nc1ncccn1)c1ccc(Cl)cc1Cl
(32) C[C@@H]1CN([C@@H](C)CO)C(=O)c2cc(NC(=O)CCC(F)(F)F)ccc2O[C@@H](C)CCCCO[C@H]1CN(C)C(=O)CCC(F)(F)F
(33) CC(C)n1ncc(N2CCOCC2)c(Cl)c1=O
(34) Cc1ccc(NS(=O)(=O)c2ccc(NC(=O)c3cccs3)cc2)c(C)c1
(35) CCc1nn2cc(C(=O)c3ccccc3O)cnc2c1-c1ccc(F)cc1
(36) C[C@@H]1CCCCO[C@@H](CN(C)Cc2ccc(Cl)c(Cl)c2)[C@H](C)CN([C@H](C)CO)C(=O)c2cc(NC(=O)C3CCCCC3)ccc2O1

Assay by compound	31	32	33	34	35	36
PAX8 reporter	-142	22	3	6	4	·
CFTR F508del cor	-0.1	0.9	-2.0	·	·	1.0
GSIS activator	-6	7	-3	9	·	-16
Xi reactivation	-0.1	0.2	0.0	0.4	0.1	0.1
DENV2 CPE	-2	15	-1	-3	5	-4
ARNT-TACC3 inh	-4	-9	4	-12	3	-6
EWS-Fli inh	-78	-2	-3	10	6	13
ERp5 inh	-10	-7	3	-7	-5	-1

(37) Cc1ccc(OCCC(=O)OCC(=O)NCc2ccccc2)cc1
(38) N#C/C(=C\N1CCCCC1)S(=O)(=O)c1ccc(Cl)cc1
(39) CCN(C(=O)CN1CCCCC1)C1(C)C(=O)c2ccccc2C1=O
(40) O=C(CCc1ccc(O)cc1)c1c(O)cc(O)cc1O
(41) CS(=O)(=O)Nc1ccc2c(c1)[C@@H]1C[C@@H](CC(=O)NCc3cc(F)ccc3F)O[C@@H](CO)[C@@H]1O2
(42) O=C(C[C@H]1CC[C@H](NS(=O)(=O)c2ccc(F)cc2)[C@H](CO)O1)NC1CCC1

Assay by compound	37	38	39	40	41	42
PAX8 reporter	-20	2	-27	11	12	-5
CFTR F508del cor	-1.7	0.8	3.7	0.1	-2.2	-0.1
GSIS activator	10	-8	8	11	-4	-14
Xi reactivation	0.2	-0.1	0.3	0.2	0.1	-1.1
DENV2 CPE	7	0	-8	11	7	-4
ARNT-TACC3 inh	-20	·	-2	9	3	-1
EWS-Fli inh	-4	-5	-3	-5	1	-4
ERp5 inh	-1	7	2	-2	-1	13

(43) O=C(N/N=C/c1ccc(OCc2ccccc2)cc1)c1ccc(O)cc1
(44) Cc1sc2nc(COC(=O)c3ccc(O)cc3)[nH]c(=O)c2c1C
(45) C[C@H]1CN([C@@H](C)CO)S(=O)(=O)c2ccc(-c3cccc(C#N)c3)cc2O[C@@H]1CN(C)C
(46) O=C(O)C1C2CC2CN1C(=O)c1ccc(Cl)cc1Cl (stereo not drawn)
(47) C[C@H](CO)N1C[C@H](C)[C@H](CN(C)S(=O)(=O)c2ccccc2)OCCCC[C@H](C)Oc2ccc(NC(=O)Nc3ccccc3)cc2C1=O
(48) CCS(=O)(=O)N1CCC2(CC1)CN[C@@H](CO)c1c2c2ccc(OC)cc2n1C

Assay by compound	43	44	45	46	47	48
PAX8 reporter	-42	11	-15	9	40	-5
CFTR F508del cor	2.3	-2.9	·	2.5	-1.4	-0.1
GSIS activator	23	2	14	15	-2	8
Xi reactivation	-0.1	0.0	0.3	0.0	-0.1	0.0
DENV2 CPE	1	-4	4	-1	-2	-5
ARNT-TACC3 inh	-4	-12	-7	·	-10	·
EWS-Fli inh	-18	-5	10	5	6	4
ERp5 inh	1	-3	-3	-2	-5	-2

(49) Cc1ccc(NC(=O)C2CCN(S(=O)(=O)c3ccc(N4CCCC4=O)cc3)CC2)cc1Cl
(50) CCCN(C)C[C@@H]1OCCCC[C@@H](C)Oc2ccc(NS(=O)(=O)c3ccc(C)cc3)cc2C(=O)N([C@H](C)CO)C[C@@H]1C
(51) CC(Sc1ncnc2ccccc12)C(=O)Nc1ccc2c(c1)OCCO2 (stereo not drawn)
(52) CCn1c(CCNS(=O)(=O)c2ccccc2Br)nnc1SC
(53) COCCn1c(-c2ccco2)csc1=Nc1cccnc1

Assay by compound	49	50	51	52	53
PAX8 reporter	5	-14	63*	4	·
CFTR F508del cor	3.3	0.6	·	-0.4	-2.2
GSIS activator	-23	1	-32	13	-5
Xi reactivation	0.0	-1.0	-0.1	0.0	·
DENV2 CPE	-6	16	·	3	4
ARNT-TACC3 inh	-5	10	-2	-6	10
EWS-Fli inh	·	·	·	-7	2
ERp5 inh	5	-1	·	-1	2
